# Screening results deposited in PubChem by The Scripps Research Institute Molecular Screening Center.
# GPR151 ag: human GPR151 activation; Q8TDV0; activation, % at 11.2 µM; 650,000 tested, 1% active; PathHunter beta-arrestin GPR151 cells, luminescence; in the data active = activation above about 4.9%;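 also: 0% = median of compound wells and 100% = cells with positive control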
# Target sequence (Q8TDV0 whole entry, looked up): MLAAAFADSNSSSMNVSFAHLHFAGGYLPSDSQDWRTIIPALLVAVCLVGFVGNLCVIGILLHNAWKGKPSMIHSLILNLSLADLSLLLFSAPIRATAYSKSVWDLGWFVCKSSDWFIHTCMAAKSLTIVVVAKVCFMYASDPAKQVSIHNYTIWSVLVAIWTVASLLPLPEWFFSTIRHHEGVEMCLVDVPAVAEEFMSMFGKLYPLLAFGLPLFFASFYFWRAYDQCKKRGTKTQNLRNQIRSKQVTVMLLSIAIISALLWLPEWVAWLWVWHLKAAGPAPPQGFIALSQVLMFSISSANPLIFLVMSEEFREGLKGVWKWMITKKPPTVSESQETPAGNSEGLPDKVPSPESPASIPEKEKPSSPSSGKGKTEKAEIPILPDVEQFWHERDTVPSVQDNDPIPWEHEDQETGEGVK
# MITF inh: blocks human microphthalmia-associated transcription factor. AlphaScreen MITF homodimerization, bead proximity signal. inhibition, % at 2.6 µM. 650,000 tested, 0.91% active. AID 1259374; in the data active = inhibition above about 50%;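 also: 0% = vehicle wells with protein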
# Target sequence (O75030 whole entry, looked up): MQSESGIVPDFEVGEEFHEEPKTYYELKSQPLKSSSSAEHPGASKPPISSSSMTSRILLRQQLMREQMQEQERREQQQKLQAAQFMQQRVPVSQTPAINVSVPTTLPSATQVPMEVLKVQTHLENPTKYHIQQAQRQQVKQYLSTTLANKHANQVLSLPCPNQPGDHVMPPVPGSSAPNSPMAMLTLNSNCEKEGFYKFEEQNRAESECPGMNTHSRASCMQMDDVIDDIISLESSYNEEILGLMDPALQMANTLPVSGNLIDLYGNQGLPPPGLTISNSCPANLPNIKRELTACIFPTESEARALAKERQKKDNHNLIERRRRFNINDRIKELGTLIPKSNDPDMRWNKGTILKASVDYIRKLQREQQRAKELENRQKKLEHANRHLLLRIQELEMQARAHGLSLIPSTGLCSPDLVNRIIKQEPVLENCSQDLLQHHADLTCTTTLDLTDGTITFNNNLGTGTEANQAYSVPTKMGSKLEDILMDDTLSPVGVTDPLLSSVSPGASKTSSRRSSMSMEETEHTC
# TEAD-YAP block: TEAD-YAP interaction inhibition; HEK-TIYL cells, TEAD-Gal4/YAP UAS-luciferase luminescence; 640,000 tested, 1.4% active; inhibition, % at 9.12 µM; in the data active = inhibition above about 32%;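 also: 0% = median of test compound wells and 100% = reference inhibitor wells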
# FBW7 act: human FBW7 E3 ligase activation, primary screen; Q969H0; AlphaScreen FBW7–phospho-cyclin E peptide binding, activator screen; normalized activity (activation), % at 26.1 µM; 650,000 tested, 0.13% active; in the data active = normalized activity above about 1.9%;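 also: purified mutant Fbw7 with reduced substrate affinity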
# * = called active by the depositor. Rows were taken by chance, and some 3.4% of all compounds hit somewhere here.
# The opening 2 entries, to show the layout:
compound,GPR151 ag,MITF inh,TEAD-YAP block,FBW7 act
COc1ccc(Cn2c(C(=O)O)c(CNCc3cccs3)c3ccccc32)cc1,-0.3,-6,8,-0.1
CCN(CC)c1nc(Nc2ccc(N3CCOCC3)cc2)nc(Nc2ccc(-n3ccnc3)cc2)n1,2.3,18,65*,0.1

# All compounds of this part, from the first entry:
compound,GPR151 ag,MITF inh,TEAD-YAP block,FBW7 act
COc1ccc(Cn2c(C(=O)O)c(CNCc3cccs3)c3ccccc32)cc1,-0.3,-6,8,-0.1
CCN(CC)c1nc(Nc2ccc(N3CCOCC3)cc2)nc(Nc2ccc(-n3ccnc3)cc2)n1,2.3,18,65*,0.1
Cc1ncc(CO)c2cc(C(=O)Nc3cccc4ccccc34)c(=N)oc12,2.2,-7,-3,0.0
Cn1c(SCC(=O)Nc2ccc(OC(F)(F)F)cc2)nc2c(c1=O)SCC2,0.1,10,-1,0.7
CC(C)C(OC(=O)c1ccco1)C(=O)NCc1cccs1 (centres undefined),0.6,-5,-4,-0.1
CC(C)Oc1ccc(C(=O)N2CCN(Cc3nc(C4CC4)cs3)CC2)cc1,-1.2,16,7,-0.2
O=C(Cn1cnc2sc3c(c2c1=O)CCCC3)NCC(=O)N1CCC(Cc2ccccc2)CC1,-0.4,-17,9,-0.1
Cc1cccn2c(=O)c3cc(C(=O)NCc4ccccc4)c(=N)n(Cc4ccccc4)c3nc12,-0.6,2,1,0.0
CCOC(=O)C1=C(C)N=c2s/c(=C\c3ccc(C(=O)OC)cc3)c(=O)n2C1c1ccccc1 (centres undefined),0.2,14,8,0.3
COc1ccc(C=O)cc1OCc1cccc(Cl)c1,-0.2,2,0,0.6
Cc1ccc(CN(C(=O)c2ccccc2[N+](=O)[O-])C2CCS(=O)(=O)C2)cc1 (centres undefined),1.2,15,5,0.0
CN(C)N=Nc1ccc(S(=O)(=O)NC(=O)C23CC4CC(CC(C4)C2)C3)cc1,1.2,11,7,0.3
Cc1cnc(-c2c(C)noc2C)nc1Nc1ccc(Oc2ccccc2)cc1,-1.8,18,-9,0.5
O=C(O)c1nc2ccccc2c(C(=O)O)c1-c1ccc(OCc2ccc(F)cc2)cc1,-0.2,2,2,0.1
CCCC(=O)Nc1nnc(-c2cccc([N+](=O)[O-])c2)s1,-0.4,-4,-4,0.0
Cc1c(Cl)c([N+](=O)[O-])nn1CC(=O)Nc1sc2c(c1C(=O)OC(C)C)CCCC2,-0.1,-8,-5,0.0
O=S(=O)(c1ccc2ccccc2c1)N1CCCC(c2nc(-c3cccs3)no2)C1 (centres undefined),1.4,7,3,-0.1
CCOc1ccc(/C=N/NC(=O)C(OC)c2ccccc2)cc1 (centres undefined),-1.2,13,0,0.3
COc1ccc(C(=O)N2CCCC(CO)(Cc3ccccc3C)C2)o1 (centres undefined),2.1,7,-6,0.4
COCC(C)n1c(C)cc(C(=O)COC(=O)C2(c3ccc(Cl)cc3)CC2)c1C (centres undefined),-0.1,3,-9,-0.3
CN1C(=O)/C(=C\c2ccco2)c2ccccc21,0.7,7,-4,-0.2
O=C(N/N=C/c1ccccc1C(=O)O)c1ccc(Br)cc1,-5.8,-6,0,0.0
CC(=O)N(CN1C(=O)C2C3C=CC(C3)C2C1=O)c1cccc(Cl)c1 (centres undefined),-1.5,16,2,-0.1
CSc1ncccc1C(=O)Nc1ccccc1N1CCOCC1,0.6,-5,6,-0.2

# Four of the compounds above, field by field.
> Cc1cccn2c(=O)c3cc(C(=O)NCc4ccccc4)c(=N)n(Cc4ccccc4)c3nc12
  GPR151 ag = -0.6
  MITF inh = 2
  TEAD-YAP block = 1
  FBW7 act = 0.0
> CCOC(=O)C1=C(C)N=c2s/c(=C\c3ccc(C(=O)OC)cc3)c(=O)n2C1c1ccccc1 (centres undefined)
  GPR151 ag = 0.2
  MITF inh = 14
  TEAD-YAP block = 8
  FBW7 act = 0.3
> COc1ccc(C=O)cc1OCc1cccc(Cl)c1
  GPR151 ag = -0.2
  MITF inh = 2
  TEAD-YAP block = 0
  FBW7 act = 0.6
> Cc1ccc(CN(C(=O)c2ccccc2[N+](=O)[O-])C2CCS(=O)(=O)C2)cc1 (centres undefined)
  GPR151 ag = 1.2
  MITF inh = 15
  TEAD-YAP block = 5
  FBW7 act = 0.0

# Further structures
compound,GPR151 ag,MITF inh,TEAD-YAP block,FBW7 act
Cc1cc2c(ncn2C(C)C)c(NS(=O)(=O)N(C)C)c1C,1.1,-6,-6,-0.1
Cc1ccccc1C(=O)NNC(=O)CCC(=O)Nc1ccccc1,-0.7,6,7,0.6
COc1ccc(N2CCN(c3ncnc4sc(C(=O)NC(C)C)c(C)c34)CC2)cc1,1.8,3,9,-0.2
CC(=O)NNC(=O)CSc1nnnn1-c1cc(C)ccc1C,-0.2,7,6,0.0
C/C(=N/NC(=O)c1cccc(Br)c1)c1cc(O)ccc1O,-2.1,10,-17,0.8
COc1ccccc1CCc1nnc(CCC(=O)NC(C)Cn2nc(C)cc2C)o1 (centres undefined),0.2,-23,-8,0.0
CC12CC3CC(C1)CC(C(N)=O)(C3)C2,-1.6,9,3,0.1
COc1ccc(CNCCC2CCC(=O)N2Cc2cccc(C)c2)cc1 (centres undefined),0.6,3,5,-0.1
C/C=C(\C)CN1CCc2nnc(C(CC(C)C)NC(=O)c3cccnc3)n2CC1 (centres undefined),-1.4,-13,-7,0.0
Fc1ccccc1C(c1nnnn1CC1CCCO1)N1CCN(C2CCCCC2)CC1 (centres undefined),0.2,0,-12,-0.1
CCOC(=O)C1(Cc2ccccc2)NC(c2ccc(F)cc2)C2C(=O)N(CC)C(=O)C21 (centres undefined),-0.7,2,9,0.1
CCN1C(=O)/C(=C/c2ccc(N3CCCC3)c(C)c2)NC1=S,1.8,-17,-13,0.3
Cc1ccccc1CSc1ncnc2c1c(-c1ccccc1)cn2-c1ccc(F)cc1,0.3,11,10,0.2
CCn1cc(/C=C(\NC(=O)c2ccccc2)C(=O)NCCCn2ccnc2)c2ccccc21,0.5,-15,-3,0.0
Cc1ccc(Oc2ccc(CN3CCCCC3)o2)cc1,1.4,24,-3,-0.2
O=C(COc1ccc(Cl)cc1)N1CCN(C(=O)c2cccc(F)c2)CC1,0.9,13,8,0.0
CCOC(=O)COc1ccc(/C=C(\C#N)C(=O)NC2CCCCC2C)cc1OCC (centres undefined),-1.7,9,2,0.2
CCN(CC)c1ccc(C(F)(F)F)cn1,-1.3,2,-4,-0.1
Cc1ccc(NC(=O)N(CCCN2CCOCC2)Cc2cccs2)cc1C,1.1,15,-4,0.2
COCCN1CCN(C(=O)c2ncoc2-c2ccccc2Cl)CC1,0.3,-6,6,-0.1
CC(C)(C)N1NC2(CCCCC2)NC1=S,3.0,3,1,0.0
O=C(NCC1CCCO1)C1CCC(=O)N1CCc1ccccc1 (centres undefined),-0.7,12,-2,0.0
CSCCC(C(=O)N1C(=O)c2cccc(N)c2C1=O)N1C(=O)c2ccccc2C1=O (centres undefined),-0.5,10,3,0.0
CCCc1nn(CC(=O)N(C)C2CCCCC2)c(=O)c2cc3ccsc3n12,2.0,3,9,-0.2
O=C1C2CC=C(Cl)CC2C(=O)N1CCO (centres undefined),1.4,-8,2,-0.3
CCc1nnc(NC(=O)c2sc3nc(C)cc(C(F)(F)F)c3c2N)s1,-0.8,17,-50,0.7
CCCOc1ccc(/C=C(\S)C(=O)O)cc1OC,3.8,-5,-5,-0.8
CCN1CCN(c2c(Cl)cccc2NC(=O)c2ccc(F)cc2)CC1,2.2,-7,-1,-0.2
O=C(NCc1ccncc1)c1cccc(Br)c1,0.6,-2,3,-0.2
O=C(Nc1ccc(I)cc1)c1ccccc1Br,-0.3,8,10,-0.1
COc1ccc(-c2nnc(SCC(=O)N3CCN(C)CC3)nc2-c2ccc(OC)cc2)cc1,1.0,9,7,-0.1
CCCN(CCO)Cc1ccc(Cl)c(Cl)c1,1.8,16,7,-0.1
O=C1C2C3C=CC(C3)C2C(=O)N1O (centres undefined),-1.0,14,2,0.0
CCOC(=O)N(NC(=O)C(O)(C(C)C)C(C)C)c1ccccc1,2.0,3,0,0.0
COc1cc(=O)n2c(c1C(=O)N1CCSCC1)CCN(C(=O)Cc1ccn(C)c1)CC2,-1.8,-2,-19,-0.2
CC1CCCC(C)N1C(=S)Nc1cccc(Cl)c1Cl (centres undefined),-0.7,-8,-15,-0.1
COC(=O)c1cc(NC(=O)c2ccc(N3CCCCC3c3cccnc3)c([N+](=O)[O-])c2)cc(C(=O)OC)c1 (centres undefined),0.0,16,-10,0.1
Cc1cc(C(=O)Nc2ccccc2)oc1C,-6.6,21,-57,-0.3
O=C1CCC/C(=N/NC(=O)c2cccc(S(=O)(=O)N3CCCC3)c2)C1,1.3,3,-2,0.0
COc1cc(N=Cc2c(O)[nH]c(=O)[nH]c2=O)cc(OC)c1,1.0,3,-5,-0.1
O=S(=O)(Nc1ccccc1N1CCOCC1)c1c(F)cc(F)cc1Br,-1.4,-6,-8,-0.2
O=C(CNC(=O)C1CCCCC1)NNC(=O)c1ccc(Cl)cc1Cl,-0.9,5,-15,-0.1
COc1ccc(NC2CC3CCC2C3)cc1OC (centres undefined),0.5,-7,-11,1.2
CC(C)CN1C(=O)c2ccccc2C(C(=O)NCCN2CCCC2)C1c1cccs1 (centres undefined),-0.9,-4,-7,-0.3
O=[N+]([O-])c1cccc(S(=O)(=O)/N=C2\C=C3N(CCO)CCOC3(O)c3ccccc32)c1 (centres undefined),0.2,7,-6,0.1
COC(=O)c1cc(S(=O)(=O)N2CCOCC2)c(Cl)cc1N1CCOCC1,4.0,-3,-1,0.1
CC(Oc1ccccc1)C(=O)N1CCN(CC(=O)c2ccco2)CC1 (centres undefined),-0.6,33,2,-0.1
O=C(CCn1c(=S)[nH]c2cc3c(cc2c1=O)OCO3)N1CCN(C(=O)c2ccco2)CC1,-0.9,-2,-5,0.0
O=C(Nc1ccc([N+](=O)[O-])cc1)C1COc2ccccc2O1 (centres undefined),1.4,18,-17,-0.1
Cc1cccc2[nH]c(SCc3ccc(F)cc3Cl)nc12,-0.5,1,-67,0.2
COc1cc(OC)c(Nc2nc(Cc3ccccc3)nc3sc(C)c(C)c23)cc1Cl,0.0,-2,-9,0.0
Cc1ccccc1-n1c(SCC(=O)Nc2cccc(Cl)c2C)nc2[nH]ncc2c1=O,0.1,3,15,0.8
O=C(Nc1ccc(C(F)(F)F)cc1)c1cnc(N2CCN(c3ncccn3)CC2)c2ccccc12,-0.1,-1,-2,0.2
CC(=O)c1ccc(-c2cc(Cl)c3c(c2)CC(CNC(=O)c2cc[n+]([O-])cc2)O3)s1 (centres undefined),-0.4,9,10,0.4
NNC(=O)c1nnn(-c2nonc2N)c1-c1cccc([N+](=O)[O-])c1,-0.4,5,6,-0.1
Cc1c(CN2CCc3c(nc(N4CCCC(C)C4)[nH]c3=O)C2)cnn1C (centres undefined),0.7,1,3,0.1

# More structures:
compound,GPR151 ag,MITF inh,TEAD-YAP block,FBW7 act
CN1CCN(c2ccc(-c3cc(C(=O)NCc4nc5ccccc5[nH]4)ccn3)cc2)CC1,-1.8,0,88*,-0.1
COc1ccc(-n2c(=S)[nH]c3cc(C(=O)NCCc4ccccc4)ccc3c2=O)cc1OC,-0.8,-7,-1,-0.1
O=C1CCC(CCC(=O)N2CCN(c3ncc4ccccc4n3)CC2)(Cc2cccs2)N1 (centres undefined),-0.3,12,3,0.1
COc1ccc(S(=O)(=O)NCCCCCC(=O)NCCC(C)C)cc1,0.5,16,-8,0.3
CC1=NN(c2ccccc2)C(=O)/C1=C/N(NC(=O)c1ccccc1O)C(C)C,1.6,5,3,0.0
CC(C)(C)c1ccc(C(=O)Nc2nc(-c3ccc(Cl)cc3)cs2)cc1,-0.4,9,11,0.0
Cc1ccc(-c2nc3sccn3c2NC(=O)c2ccc(Cl)cc2)cc1,-0.4,15,14,0.4
Cc1ccc(CNc2nc3nc(C)c(C)c(=O)n3[nH]2)cc1,-0.3,8,-8,0.1
O=C(NCc1ccc2c(c1)OCO2)C1CCC(CNc2c(N3CCCC3)c(=O)c2=O)CC1 (centres undefined),2.2,6,3,-0.1
Clc1ccc(CSc2nc3ccccc3[nH]2)c(Cl)c1,-2.3,-7,-80,0.1
CC(C)CC(=O)N1CCC2(CCC(CNC(=O)/C=C/c3ccccc3F)O2)CC1 (centres undefined),-0.4,-19,-1,0.0
CC(=O)CSc1nnc(N)s1,-0.6,18,7,0.4
C=CCC(NCc1ccccc1)c1ccccc1 (centres undefined),-0.5,-4,6,0.0
Cc1ccc(Nc2nc3c(s2)CCC3)c(C)c1,-0.7,0,-42,-0.3
COC(=O)COc1cccc2c(=O)n(CC(=O)Nc3cc(C)ccc3C)ccc12,-0.1,-8,2,0.1
CC(C)(C)c1ccc(OCc2nc3ccc(Br)cc3c(=O)o2)cc1,-2.0,-14,-4,0.0
Cc1ccc(-n2nc(C)c3c2OC(N)=C(C#N)C3c2ccncc2)cc1 (centres undefined),-1.0,14,-2,0.0
Cc1c(C(=O)N2CCC(C(N)=O)(N3CCCCC3)CC2)sc2ncnc(N3CCc4ccccc4C3)c12,1.2,8,-5,0.1
O=C(CN1C(=O)c2ccccc2S1(=O)=O)N1CCCC1c1nc2ccccc2[nH]1 (centres undefined),3.9,4,3,0.1
O=C(CSc1nnc(-c2c[nH]c3ccccc23)o1)N1CCCC1,2.5,2,-25,0.2
